# CAL PDZ FP-1: untagged CAL PDZ binding inhibitors, primary screen, biochemical, fluorescence polarization, HTS; Golgi-associated PDZ and coiled-coil motif-containing protein (Homo sapiens), Q9HD26; purified CAL PDZ, TMR-peptide fluorescence polarization, 1 h; inhibition, % at 24.9 µM; 300,000 compounds, 0.92% hits; AID 602252, 2012;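 active means mean inhibition of at least 30% with at least half of replicates also reaching 30%; inconclusive means no clear call, values can overlap the other calls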;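 further: 0% = DMSO neutral control and 100% = excess unlabeled competitor peptide PRC23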
# Wnt act: Wnt/beta-catenin pathway activators, primary screen, cell-based, plate reader, single point; Wnt/beta-catenin reporter cell assay, activator; activation, % at 9.35 µM; 300,000 compounds, 1.2% hits; in the data active means activation above about 30%, passing the limit was not always enough; inconclusive means no clear call, values can overlap the other calls;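 further: 0% = neutral control wells and 100% = positive control wells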
# MITF act: activators of MITF-driven TRPM1 promoter reporter, primary screen, cell-based, SK-MEL-5, luciferase, single point | SK-MEL-5 TRPM1-promoter luciferase, 24 h; % of positive control, neutral wells = 0 | activation, % at 12.5 µM | 300,000 compounds, 0.75% hits;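 active means mean activation of at least 80% with every replicate also reaching 80%; inconclusive means mean reaches 80% but some replicate falls short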;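 further: 0% = neutral control wells and 100% = parthenolide positive control wells; values of inactives mirror those of a sister screen read the other way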
# Tat transport: E. coli Tat export inhibitors, primary screen, MC4100, TorA-mCherry reporter, fluorescence, single point; inhibition, % at 10 µM; 340,000 compounds, 0.036% hits; AID 488895, 2010;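 active means mean replicate inhibition at least 50% and at least half of replicates individually reaching 50%; inconclusive means only one of the two criteria met; inactive means neither criterion met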;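 further: exported cargo escapes ClpAP degradation while cytoplasmic cargo is degraded and loses fluorescence; 0% = median of neutral control wells and 100% = median of NaSCN control wells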
# V-ATPase pHluor: regulators of yeast V-ATPase proton pumping, primary screen, pHLuorin cytosolic pH fluorescence; S. cerevisiae; response, % at 10 µM; 350,000 compounds, 0.37% hits; AID 504577, 2011; in the data active means response mostly above about 7.3%, no sharp cut-off; inactive means mostly below about 5.4%; further: actives read high; inactives centre near 0; some compounds called inactive have numbers as strong as hits; reference of the scale not given here
# cardiac RTF act: cardiac RTF calcium sensitivity activators, primary screen, biochemical, IANBD-TnC fluorescence, EC20 calcium; Troponin I, cardiac muscle (Homo sapiens) + Troponin T, cardiac muscle (Homo sapiens) + …; activation, % at 7.2 µM; IANBD-labeled TnC RTF fluorescence at EC20 calcium; 0% EC20 calcium, 100% full calcium; 340,000 compounds, 0.24% hits;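 active means activation above the mean over all tested compounds plus 3 SD, cut at about 30% in these data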;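 further: rise in fluorescence read as greater calcium sensitivity of cardiac thin filaments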
# Rtt109 Vps75: inhibitors of C. albicans Rtt109/Vps75 HAT, primary screen, biochemical, ThioGlo CoA-SH fluorescence, plate reader; Histone acetyltransferase RTT109 (Candida albicans (strain SC5314 / ATCC MYA-2876)), …; 330,000 compounds, 0.16% hits; inhibition, % at 34.9 µM; purified Rtt109/Vps75, 4 h;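 active means inhibition of at least 50% in every replicate; inconclusive means best replicate reaches 50% inhibition but some replicates fall short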
# Target sequence (Q5AAJ8 whole entry, looked up): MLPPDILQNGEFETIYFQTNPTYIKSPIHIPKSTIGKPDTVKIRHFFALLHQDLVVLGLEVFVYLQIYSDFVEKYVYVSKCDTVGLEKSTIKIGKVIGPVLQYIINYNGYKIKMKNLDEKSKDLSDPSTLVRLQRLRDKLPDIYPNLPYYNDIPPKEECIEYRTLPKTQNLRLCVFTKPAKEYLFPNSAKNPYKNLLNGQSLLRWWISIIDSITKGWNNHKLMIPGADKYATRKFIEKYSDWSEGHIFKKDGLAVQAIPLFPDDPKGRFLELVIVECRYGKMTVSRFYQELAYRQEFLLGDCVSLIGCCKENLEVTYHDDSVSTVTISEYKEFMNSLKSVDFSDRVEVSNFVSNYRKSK
# dFosB activator: activators of delta FosB homodimer, primary screen, biochemical, fluorescence polarization, TAMRA-CDK5 oligo, single point; Protein FosB (Mus musculus), P13346; purified delta FosB; percent of positive-control signal above neutral wells; activation, % at 25 µM; 340,000 compounds, 0.99% hits; AID 493131, 2011;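 active means mean activation above about 17%, with every replicate also reaching it, limit read from the data, passing the limit was not always enough; inconclusive means only one of the two conditions met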;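 further: fluorescence polarization rise as delta FosB binds a TAMRA Cdk5 AP-1 oligo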
# Target sequence (P13346 whole entry, looked up): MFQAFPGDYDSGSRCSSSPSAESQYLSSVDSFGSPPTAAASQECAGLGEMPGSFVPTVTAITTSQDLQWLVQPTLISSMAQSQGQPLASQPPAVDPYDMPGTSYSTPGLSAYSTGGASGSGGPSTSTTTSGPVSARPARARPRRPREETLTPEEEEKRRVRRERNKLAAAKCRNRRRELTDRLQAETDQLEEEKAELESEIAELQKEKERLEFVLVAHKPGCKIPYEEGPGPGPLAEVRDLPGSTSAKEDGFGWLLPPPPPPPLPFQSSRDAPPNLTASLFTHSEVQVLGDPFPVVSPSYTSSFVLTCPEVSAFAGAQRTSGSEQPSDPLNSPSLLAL
# CDK5 inh: inhibitors of human CDK5/p35 kinase, primary screen, biochemical, single concentration; Cyclin-dependent kinase 5 (Homo sapiens) + Cyclin-dependent kinase 5 activator 1 (Homo …; AID 488839, 2010; Recombinant CDK5/p35, ADP-Glo luminescence, 60 min; 330,000 compounds, 0.01% hits; inhibition, % at 10 µM;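 active means highest replicate inhibition of at least 50% and at least 75% of replicates reaching 50%; inconclusive means only one of the two criteria met; inactive means both criteria failed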;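 further: plate controls were DMSO neutral control for no effect and GW8510 at 10 µM for full effect; many of its hits are not listed in these tables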
# CAL PDZ FP-2: CAL PDZ peptide-binding inhibitors, primary screen, biochemical, fluorescence polarization, Cer-tagged CAL PDZ, HTS; Golgi-associated PDZ and coiled-coil motif-containing protein (Homo sapiens), Q9HD26; purified CAL PDZ, TMR-peptide fluorescence polarization, 1 h; inhibition, % at 20 µM; 330,000 compounds, 0.02% hits; AID 504414, 2011;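 active means highest replicate inhibition of at least 40%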;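 further: plate controls were DMSO neutral control wells for no effect and unlabeled competitor peptide control wells for full effect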
#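 System: purified tagged CAL PDZ domain construct (CerCALP). Schedule: 1 h incubation at room temperature before polarization reading. Medium: 25 mM sodium phosphate pH 7.4, 150 mM NaCl, TCEP, IgG, Thesit. Read-out: percent inhibition from loss of millipolarization. Measured by: FP readout, S and P plane fluorescence. Probe or stimulus: fluorescent TMR peptide probe.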
# An asterisk follows results filed as active; ? = inconclusive; / = not tested or not shown.
SMILES,CAL PDZ FP-1,Wnt act,MITF act,Tat transport,V-ATPase pHluor,cardiac RTF act,Rtt109 Vps75,dFosB activator,CDK5 inh,CAL PDZ FP-2
Cc1nc(CCNC(=O)CC2C(=O)NCCN2CC(C)C)nc2c1CCC2 (stereo unspecified),-4,-3,-13,-3,-2,-5,-1,-10,0.0,0.4
Cc1ccc(C2c3[nH]c4ccccc4c3C[C@H]3C(=O)N(c4ccccc4C(=O)N4CCC[C@@H]4C(=O)O)C(=O)N23)cc1 (stereo partly specified),-2,-2,-10,-3,2,5,13,-10,-4.8,-0.5
CCOC(=O)C1CCN(Cc2cn[nH]c2-c2ccc(C)cc2)CC1,-3,-3,/,-1,0,4,-9,-15,1.0,-0.5
CCOc1ccc(C(C)NC(=O)Cc2ccccc2F)cc1OCC (stereo unspecified),3,-1,-2,5,-1,-6,12,-2,0.4,0.2
Cc1cc(C)n(CCNC(=O)c2cc(COc3ccc4ncccc4c3)on2)n1,-2,-1,-7,-1,4,1,37,-12,6.9,-3.8
O=C(c1ccc(S(=O)(=O)N2CCCCC2)cc1)N1CCN(c2ccccc2)CC1,/,/,7,6,-6,2,2,-5,1.5,-1.6
CC1(C)CC(=O)C2=C(C1)OC(N)=C(C#N)C2c1cn(-c2ccccc2)nc1-c1ccc(F)cc1 (stereo unspecified),-5,7,3,0,1,1,-8,-6,0.8,-2.8
CCOC(=O)c1ccccc1NC(=O)C=C(C)C,1,-1,-7,-7,1,15,-2,-2,2.5,-0.4
Cc1ccc(-c2cn3nc(C)c(C)nc3n2)cc1,0,/,-63,2,5,5,-3,-10,0.1,-0.6
Cc1c(Cl)cccc1NC(=O)C(=O)NNC(=O)c1ccccc1F,0,4,13,-7,-8,1,-5,-2,1.8,-1.0
Nc1nnc(SCC(=O)Nc2cccc3ccccc23)s1,-3,0,-1,7,-2,-7,27,2,-2.4,-2.5
CC1CCc2c(sc(NC(=O)c3nc4ncccn4n3)c2C#N)C1 (stereo unspecified),-2,17,59,-4,-132,0,-2,-6,0.6,-0.1
CCOC(=O)C(=O)Nc1nnc(SCc2ccc(F)cc2)s1,3,-5,-1,1,2,1,-7,1,-1.8,-1.1
COC(=O)COc1cccc2c(=O)n(CC(=O)NCCc3ccccc3)ccc12,0,6,-9,-7,-4,4,-8,?,-0.1,0.9
Cc1ccc(NC(=O)Cc2ccc([N+](=O)[O-])cc2)c(Br)c1,-2,-1,9,-8,-7,-6,27,3,0.4,-1.5
CCCCN(C(=O)C1CCCO1)c1c(N)n(CC(C)C)c(=O)[nH]c1=O (stereo unspecified),-1,1,0,-2,0,-5,0,-8,-0.4,0.8
COc1ccccc1Cn1c(CO)nc2ccccc21,-2,-7,19,8,-2,1,-3,-10,0.8,-0.4
CC1C(=O)OC(c2ccc(Cl)cc2)C(C)(C)C1=O (stereo unspecified),-3,0,-4,7,0,-1,1,2,3.1,-0.1
Cc1ccc(NC(=O)/C(=C\c2ccc([N+](=O)[O-])cc2)NC(=O)c2ccccc2)cc1,-2,-2,-5,4,-1,15,5,10,1.6,/
O=c1c2[nH]c3ccccc3c2ncn1CCN1CCCCC1,-3,-3,10,-10,1,-5,-9,0,0.4,-0.9

# No new results follow: an excerpt of the list.
SMILES,CAL PDZ FP-1,Wnt act,MITF act,Tat transport,V-ATPase pHluor,cardiac RTF act,Rtt109 Vps75,dFosB activator,CDK5 inh,CAL PDZ FP-2
CC1CCc2c(sc(NC(=O)c3nc4ncccn4n3)c2C#N)C1 (stereo unspecified),-2,17,59,-4,-132,0,-2,-6,0.6,-0.1
CCOC(=O)C(=O)Nc1nnc(SCc2ccc(F)cc2)s1,3,-5,-1,1,2,1,-7,1,-1.8,-1.1
COC(=O)COc1cccc2c(=O)n(CC(=O)NCCc3ccccc3)ccc12,0,6,-9,-7,-4,4,-8,?,-0.1,0.9
Cc1ccc(NC(=O)Cc2ccc([N+](=O)[O-])cc2)c(Br)c1,-2,-1,9,-8,-7,-6,27,3,0.4,-1.5
CCCCN(C(=O)C1CCCO1)c1c(N)n(CC(C)C)c(=O)[nH]c1=O (stereo unspecified),-1,1,0,-2,0,-5,0,-8,-0.4,0.8

# Continued:
SMILES,CAL PDZ FP-1,Wnt act,MITF act,Tat transport,V-ATPase pHluor,cardiac RTF act,Rtt109 Vps75,dFosB activator,CDK5 inh,CAL PDZ FP-2
O=C(CNS(=O)(=O)c1cccc(C(F)(F)F)c1)NC1CCCCCC1,18,0,1,4,-2,2,-7,-1,2.3,1.0
CC(OC(=O)C1CC(=O)N(Cc2ccco2)C1)C(=O)Nc1ccccc1[N+](=O)[O-] (stereo unspecified),/,-1,5,5,-3,1,0,-15,-0.8,-1.7
Cc1ccc(NC(=O)COc2ccc(N3CC(C(N)=O)CC3=O)cc2)c(C)c1 (stereo unspecified),10,1,-3,-6,1,-2,-6,-6,-0.3,-2.9
O=C(CS(=O)CC(=O)N(c1ccccc1)C(C(=O)NC1CCCCC1)c1ccco1)Nc1ccc(F)cc1 (stereo unspecified),-1,-1,-10,10,0,3,3,-3,0.2,-1.9
C1CCN=C(Nc2nn[nH]n2)CC1,-1,0,-5,-2,-2,-1,3,-2,-1.3,-0.1
Cc1cccc(/C(N)=N/OC(=O)COc2ccccc2Cl)c1,-4,/,32,-9,-2,4,9,0,-0.6,-1.5
NS(=O)(=O)c1ccc(N/N=C/c2cn(-c3ccccc3)nc2-c2ccccc2)c([N+](=O)[O-])c1,0,-23,-76,3,4,-3,-8,-7,0.4,-1.5
CCN(C(=O)COc1cccc2cccnc12)C1CCS(=O)(=O)C1 (stereo unspecified),1,-1,5,-4,-3,1,-4,4,-1.5,-2.7
C/C(=N\Nc1nc(N2CCCCCC2)nc(N2CCCCCC2)n1)c1ccccc1,-5,13,-6,6,-9,-9,/,-1,-1.2,-3.9
O=C(NNc1cc(C(F)(F)F)nc2ccccc12)Nc1cccc(Cl)c1,/,0,/,-8,-5,6,0,-3,-1.2,0.1
Cc1cc(C)c2c(N=NN3CCCCC3)[nH]nc2n1,-4,3,9,-7,4,7,12,-6,-1.4,-2.1
O=S(=O)(c1ccccc1)c1ccccc1/C=N\O,-4,/,-8,?,-7,9,12,-6,-0.3,-1.1
COc1ccc(C(C(=O)NC2CCCCC2)N(Cc2ccco2)C(=O)c2ccccn2)c(OC)c1 (stereo unspecified),-3,0,-5,10,-1,-2,0,-1,0.1,-2.2
COCc1[nH][nH]c(=O)c1C=Nc1ccccc1,1,1,-9,-1,3,-5,1,-2,-0.5,-2.6
N#Cc1ccc(NC(=O)Cn2cnc(S(=O)(=O)N3CCOCC3)c2)cc1,-6,/,-9,-7,4,0,-8,1,0.8,-1.1
COc1cccc(CNS(=O)(=O)c2c(C)[nH]c(C)c2C(=O)N2CCCCC2)c1,-6,0,1,-8,5,2,-8,-1,-1.5,-1.6
COc1ccc(C(=O)COC(=O)CCNS(=O)(=O)c2ccccc2)c(OC)c1,-2,-3,4,-7,-1,3,10,-11,0.2,-3.1
Cc1oc(-c2ccc(Cl)cc2)cc1-c1nn2c(-c3ccoc3C)nnc2s1,/,/,-11,1,-4,-8,-6,-22,-1.5,-3.0
Cc1cc(F)ccc1S(=O)(=O)Nc1ccccc1C(=O)Nc1ccccc1-c1nc2ccccc2[nH]1,/,/,-69,9,0,-6,2,10,-1.0,0.0
COc1ccccc1C(=O)OCC(=O)NC(=O)NC1CCCCC1,-4,0,3,-5,-6,-3,-5,-5,0.2,-2.2
CCOC(=O)c1sc2nc3n(c(=O)c2c1C)CCC3,-3,-3,25,7,3,-6,/,-6,-0.1,-2.8
CC(C)NC(=O)COC(=O)c1ccc(S(=O)(=O)N2CCCC2)cc1,-2,-1,10,-5,3,-7,-3,0,-1.3,0.5
CCOC(=O)C1=C(c2ccccc2)OC(N)=C(C#N)C1c1ccc(Br)s1 (stereo unspecified),-5,-2,8,-1,6,-1,/,-2,-0.5,-3.1
O=S1(=O)CCOC[C@H](CC2CCCCC2)N1Cc1cccc(F)c1,-7,-6,-6,5,0,-4,11,1,0.2,-0.7
CCc1ccccc1NS(=O)(=O)c1cc2c(cc1C)n(C)c(=O)c(=O)n2C,-3,1,9,-1,6,3,-7,2,1.1,-1.8
O=C(CN(CC1CCCO1)C(=O)CNS(=O)(=O)c1ccc(Cl)cc1)NCC1CCCO1 (stereo unspecified),1,0,9,-1,0,0,1,-9,-2.5,-3.5
CCC(C)c1ccc(NC(=O)C2CCN(c3ccc(C(F)(F)F)cn3)CC2)cc1 (stereo unspecified),0,/,-6,-7,7,6,1,-6,-1.2,-2.4
COc1ccc(C(C)NC(=O)c2ccc(Br)cc2)cc1OC (stereo unspecified),0,-2,-6,-3,1,-1,-4,-3,0.7,-0.2
C=CCNC(=O)CN1c2cccc3cccc(c23)S1(=O)=O,-5,1,-11,14,4,4,-1,0,0.5,-2.8
CN(Cc1c(F)cccc1Cl)C(=O)C1CC(=O)N(CCc2ccccc2)C1 (stereo unspecified),78*,-1,-13,-6,-3,1,-3,-6,0.1,5.0

# An excerpt from above in order of the dFosB activator value, descending.
SMILES,CAL PDZ FP-1,Wnt act,MITF act,Tat transport,V-ATPase pHluor,cardiac RTF act,Rtt109 Vps75,dFosB activator,CDK5 inh,CAL PDZ FP-2
CCc1ccccc1NS(=O)(=O)c1cc2c(cc1C)n(C)c(=O)c(=O)n2C,-3,1,9,-1,6,3,-7,2,1.1,-1.8
CCOC(=O)C1=C(c2ccccc2)OC(N)=C(C#N)C1c1ccc(Br)s1 (stereo unspecified),-5,-2,8,-1,6,-1,/,-2,-0.5,-3.1
COc1ccc(C(C)NC(=O)c2ccc(Br)cc2)cc1OC (stereo unspecified),0,-2,-6,-3,1,-1,-4,-3,0.7,-0.2

# High-throughput results deposited in PubChem BioAssay by several laboratories.
